Tau FP inhib – qHTS for Inhibitors of Tau Fibril Formation, Fluorescence Polarization; Microtubule-associated protein tau (Homo sapiens), P10636; K18 P301L tau heparin fibrillization, Alexa594 FP, 6 h; Potency, µM (top dose mostly 57.7 µM), for inactives: at the highest dose activity, negative = inhibition, actives largely listed as inhibitors; 280,000 compounds, 0.39% hits; note: % is set by controls: 0 for no effect and ±100 for the full control effect; nearly all actives have a fitted effect of over 55% in size
Target sequence (P10636 561-689 P618L limits assumed): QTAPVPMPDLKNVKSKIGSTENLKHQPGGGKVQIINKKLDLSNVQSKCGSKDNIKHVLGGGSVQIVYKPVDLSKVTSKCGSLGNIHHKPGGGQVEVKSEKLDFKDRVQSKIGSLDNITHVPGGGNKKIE
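Steps: dispense K18 P301L tau (15 uM plus 0.24 uM Alexa 594 tracer, final) in pH 7 sodium acetate; add compound; add heparin (20 uM final); incubate 6 hr, 37 C; add ThT (30 uM final); after 1 hr ambient, read FP.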
Tau fluor counter – Counterscreen qHTS for Inhibitors of Tau Fibril Formation, Fluorescence Polarization | Potency, µM (doses to about 57.7 µM), for inactives: at the top dose activity change, negative = decrease | 280,000 compounds, 0.93% hits | AID 1463, 2008 | tau K18 P301L Alexa594 fluorescence, heparin fibrillization; note: % is set by controls: 0 for no effect and ±100 for the full control effect; nearly all actives have a fitted effect of over 55% in size
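Human tau K18 P301L (15 uM unlabeled, 0.24 uM Alexa 594-labeled) in 100 mM sodium acetate pH 7 with 20 uM heparin, 6 hr at 37 C. ThT 30 uM added, 1 hr ambient; Alexa 594 FP and total fluorescence read at 555/632 nm.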
GAA spleen mod – qHTS Assay for Inhibitors and Activators of Human alpha-Glucosidase From Spleen Homogenate; Lysosomal alpha-glucosidase (Homo sapiens), P10253; human spleen homogenate, 4-MU-alpha-glucoside fluorescence; Potency, µM (titrated, usually from 79.9 µM), without a hit: at the highest dose activity change, negative = inhibition, actives largely listed as inhibitors; 240,000 compounds, 0.006% hits; AID 2112, 2009;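 note: 0% = enzyme with vehicle and -100% = no enzyme basal signal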
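Human spleen homogenate (1 ug) with 4-methylumbelliferyl-alpha-D-glucopyranoside (1 mM final) in 50 mM citrate/phosphate pH 5.0, 0.01% Tween-20; 40 min at 37 C. Stopped at pH 10; 4-MU fluorescence Ex 365/Em 440 nm; AC50 by Hill fit.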
aGal spleen mod – qHTS Assay for Inhibitors and Activators of Human alpha-Galactosidase From Spleen Homogenate. Alpha-galactosidase A (Homo sapiens), P06280. human spleen homogenate, 4MU-alpha-Gal fluorescence, 40 min. Potency, µM (top dose mostly 80 µM), for the others: at the top dose activity change, negative = inhibition, hits mostly inhibitors. 240,000 compounds, 0.008% hits;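 note: 0% = enzyme with vehicle and -100% = no enzyme basal signal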
Target sequence (P06280 32-429 limits assumed): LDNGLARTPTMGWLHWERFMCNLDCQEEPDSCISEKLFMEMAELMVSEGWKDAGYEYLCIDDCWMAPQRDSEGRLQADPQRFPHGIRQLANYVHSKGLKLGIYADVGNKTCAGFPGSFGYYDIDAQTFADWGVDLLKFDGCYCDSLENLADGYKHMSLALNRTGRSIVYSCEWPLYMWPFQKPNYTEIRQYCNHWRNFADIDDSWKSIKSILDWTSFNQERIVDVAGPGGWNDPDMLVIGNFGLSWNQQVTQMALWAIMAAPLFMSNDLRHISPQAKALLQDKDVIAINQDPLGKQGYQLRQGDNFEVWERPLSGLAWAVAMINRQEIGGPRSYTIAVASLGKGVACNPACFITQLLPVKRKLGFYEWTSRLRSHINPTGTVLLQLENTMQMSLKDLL
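Human spleen homogenate (1 ug) was the enzyme source, with 4-methylumbelliferyl-alpha-D-galactopyranoside (1 mM final) in pH 5.0 citrate buffer with 0.01% Tween-20. Compounds were titrated; after 40 min at 37C, NaOH/glycine stop, 4-MU fluorescence read; AC50 from Hill fits.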
Tau ThT inhib – qHTS for Inhibitors of Tau Fibril Formation, Thioflavin T Binding. recombinant tau K18 P301L (four-repeat tau fragment), heparin-induced fibrillization, ThT fluorescence. Potency, µM (series often up to 57.4 µM), without a hit: top-dose activity, negative = inhibition, actives largely listed as inhibitors. 270,000 compounds, 2.1% hits; note: % is set by controls: 0 for no effect and ±100 for the full control effect; nearly all actives have a fitted effect of over 55% in size
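Heparin-induced (20 uM) aggregation of recombinant human K18 P301L tau, 15 uM unlabeled with 0.24 uM labeled, pH 7 acetate buffer, 6 hr at 37 C with compound. Fibrils quantified by 30 uM ThT fluorescence after 1 hr ambient incubation.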
HTT ATP protect – qHTS Multiplex Assay to Identify Dual Action Probes in a Cell Model of Huntington: Cytoprotection (ATP); 230,000 compounds, 0.14% hits; Potency, µM (doses to about 56.4 µM), inactives show cytoprotection (ATP increase), hits mostly activators; PC12 HTT-Q103 induced, cytoprotection, ATP luminescence, 40 h;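 note: % of control where 0% means no effect; nearly all actives have a fitted effect of over 45% in size; toxic huntingtin expression switched on by the ecdysone agonist tebufenozide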
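Compounds added alongside 100 nM tebufenozide, which induces toxic Q103 huntingtin exon 1-GFP in stable PC12 cells; surviving cells quantified by luminescent ATP measurement. Medium: phenol red-free DMEM, 5% equine and 5% calf serum.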
GAA glycogen – qHTS Assay for Inhibitors and Activators of Human alpha-Glucosidase Cleavage of Glycogen; AID 2100, 2009; Lysosomal alpha-glucosidase (Homo sapiens), P10253; Potency, µM (top dose mostly 76.4 µM), without a hit: at the highest dose activity change, negative = inhibition, actives largely listed as inhibitors; 300,000 compounds, 0.38% hits; recombinant GAA, glycogen substrate, Amplex Red glucose oxidase fluorescence;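 note: 0% = full enzyme reaction and -100% = no-enzyme basal signal; the screen sought inhibitors and activators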
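Natural-substrate format: glycogen cleavage by 4 nM human enzyme, glucose read by Amplex Red coupling (Ex 573, Em 610 nm). Normalized to enzyme and no-enzyme controls.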
GAA inhib – qHTS Assay for Inhibitors of Human alpha-Glucosidase as a Potential Chaperone Treatment of Pompe Disease. Lysosomal alpha-glucosidase (Homo sapiens), P10253. purified human GAA, 4-MU-alpha-glucoside fluorescence. Potency, µM (series often up to 76.9 µM), for the others: at the top dose activity change, negative = inhibition, actives largely listed as inhibitors. 200,000 compounds, 0.005% hits. AID 1466, 2008;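 note: plate controls were uninhibited enzyme wells for no effect and no-enzyme background for full effect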
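Read-out is 4-methylumbelliferone fluorescence (Ex 365/Em 440 nm) after NaOH/glycine stop at pH 10. Enzyme 4 nM, substrate 400 uM, pH 5.0 citrate buffer, 20 min room temperature; AC50 from Hill-equation concentration-response.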
* marks the source's active call; other numbers are inactive results; ? = inconclusive; / = not tested or not shown; & = joins results of further samples; [ ] = remark or other dose. Calls come from the whole dose curve; as a rule, active = well fitted curve in the direction sought with a large enough effect; inconclusive = small, poorly fitted or top-dose-only effect, or another doubt; inactive = no such curve, though single readings can be large; an effect the other way counts as inactive or inconclusive. Potency is the fitted concentration of half-maximal effect.

SMILES	Tau FP inhib	Tau fluor counter	GAA spleen mod	aGal spleen mod	Tau ThT inhib	HTT ATP protect	GAA glycogen	GAA inhib
CC(C)(C)c1ccc(C(=O)N/C(N)=N/c2nc3ccccc3o2)cc1	-13%	-19%	7%	4%	-6%	7%	0%	-5%
CC1CCN(C(=S)c2ccc(N(C)C)cc2)CC1	-6%	-20%	0%	-1%	?	-23%	-9%	9%
CCOC(=O)c1cnc2c(cnn2C)c1Oc1ccc(OC)cc1	?	-16%	-13%	-4%	-11%	-27%	-14%	-7%
CSc1ccc(/C=N/NC(=O)CN2CCN(Cc3ccc(C)cc3)CC2)cc1	-7%	-6%	-8%	-4%	-18%	12%[10 µM]	8%	3%
CC(=O)c1cccc(NC(=O)Nc2c(C)nn(C)c2C)c1	4%	9%	-7%	-3%	0%	18%	-4%	-1%
CN1CCN(C(=O)CSc2nc3ccc(NC(=O)c4ccccc4F)cc3s2)CC1	-5%	-2%	2%	-2%	/	-4%[10 µM]	1%	/
O=c1cc(C(F)(F)F)[nH]c2c(OC(F)(F)F)cccc12	4%	-8%	-2%	16%	-10%	13%[10 µM]	-3%	/
COCc1cc(=O)[nH]c(SCC(=O)c2ccccc2)n1	1%	-6%	2%	5%	-5%	2%[10 µM]	-5%	-4%
CCc1ccc(NC(=O)CSc2nc(-c3ccc(C)cc3)nc3c2Cc2c(CO)cnc(C)c2O3)cc1	-6%	-5%	/	/	3%	/	-9%[76.3 µM]	/
CC1CCCN(S(=O)(=O)c2cc(Cl)ccc2Cl)C1 (stereo unspecified)	-6%	-7%	0%	0%	5%	-11%	0%	-6%
COc1ccc(/C(C)=N/Nc2nc3ccccc3nc2C)cc1	6%	?	8%	7%	11µM*	-8%[10 µM]	?	/
COC(=O)CSc1nc(SCc2ccccc2Cl)nc2c1CCCC2	-6%	-14%	-4%	-1%	-19%	-3%[10 µM]	-5%	6%
Cc1cc(C)cc(OCC(=O)Nc2nonc2NC(=O)COc2cc(C)cc(C)c2)c1	-3%	-6%	-2%	-3%	-8%	7%[10 µM]	4%	-2%
COc1ccc(C(=O)Nc2ccc(C3=NNC(=O)CC3C)cc2NC(=O)c2ccc(OC)cc2)cc1 (stereo unspecified)	1%	-21%	-4%	-2%	-7%	-30%	0%	-2%
COc1ccc(N2CCN(CC(O)c3c[nH]c4ccc(OC)cc34)CC2C)cc1 (stereo unspecified)	2%	?	4%	?	?	-67%[inhibitor]	-23%	?
CC(CN1CCCCC1)C(=O)NN (stereo unspecified)	-1%	7%	-3%	0%	3%	-25%	9%	7%
O=C(Cn1cnc2ccccc21)N/N=C/c1ccc([N+](=O)[O-])cc1	5%	-9%	-2%	8%	?	18%[10 µM]	18%	-1%
Cc1cc2nnc(SCCCCN3C(=O)c4ccccc4C3=O)n2c2ccccc12	6%	-9%	0%	2%	?	-14%	3%	1%
CN(CC(=O)NCc1cccc(F)c1)C(=O)c1ccco1	3%	6%	-4%	-11%	1%	-36%	2%	2%
O=C1N=NC2=C1c1c3ccccc3c(O)n1CC2	-2%	11%	-4%	0%	-2%	2%[10 µM]	-1%	-3%
CCOC(=O)c1cc(C)[nH]c(=O)c1C#N	-2%	-14%	11%	?	-10%	6%[10 µM]	1%	/
CC(/C=N/NC(=O)c1cc(C(C)C)[nH]n1)=C\c1ccccc1	1%	-7%	-4%	2%	?	-5%[10 µM]	13%	4%
Cc1ccc(/C=C/C(=O)OC(C)C(=O)Nc2ccc(Cl)cn2)o1 (stereo unspecified)	-15%	-5%	-8%	-11%	?	-1%[10 µM]	1%	-7%
O=C1Nc2ccc([N+](=O)[O-])cc2OC1CCN1CCCC1 (stereo unspecified)	-9%	-1%	/	2%	-8%	-23%	4%	?
COc1ccccc1NC(=O)c1c(C)oc2c1CCCC2	-1%	2%	6%	-6%	?	-9%[10 µM]	1%	-3%

Records above marked active in Tau ThT inhib.
SMILES,Tau FP inhib,GAA spleen mod,aGal spleen mod,Tau ThT inhib,GAA inhib
COc1ccc(/C(C)=N/Nc2nc3ccccc3nc2C)cc1,6%,8%,7%,11µM*,/

Carrying on:
SMILES	Tau FP inhib	Tau fluor counter	GAA spleen mod	aGal spleen mod	Tau ThT inhib	HTT ATP protect	GAA glycogen	GAA inhib
C=CCCC1(C)C(=O)N(c2ccccc2)c2ccccc21 (stereo unspecified)	-4%	-9%	-6%	3%	-9%	/	-19%	-12%
CCOC(=O)c1cc(OC(=O)c2ccc(OC)c(OC)c2)n(-c2ccccc2)n1	0%	-10%	/	/	?	/	8%[76.3 µM]	/
CCn1c(=O)cc(OCC(=O)Nc2ccc(C)c(F)c2)c2ccccc21	?	-15%	/	/	10%	/	-4%[76.3 µM]	/
O=C1CC(c2ccco2)Cc2nc(N3CCc4ccccc4C3)ncc21 (stereo unspecified)	-3%	-14%	1%	-7%	?	14%	6%	-1%
CCN(CC(=O)Nc1cccc(F)c1)Cc1nc2ccccc2c(=O)[nH]1	-3%	-8%	-2%	1%	4%	/	25%	-2%
Cc1ccc(S(=O)(=O)N(CC(=O)NCCSc2ccc(Cl)cc2)c2cccc(Cl)c2)cc1	-6%	-24%	/	/	-12%	/	-12%[76.3 µM]	/
CCOC(=O)c1c(N)sc2c1CCCC2=O	7%	-4%	4%	8%	-17%	26%[10 µM]	2%	/
C=CCn1c(O)c(C=Nc2ccc(Cc3ccncc3)cc2)c(=O)[nH]c1=S	-8%	-7%	-8%	-1%	-6%	-12%	1%	7%
CC(C)(C)NC(=O)N1CCCN(c2ccc(C(F)(F)F)cn2)CC1	1%	-10%	0%	2%	-10%	-2%[10 µM]	2%	/
Cc1ccc(CC(=O)NCCS(=O)c2ccc(C)cc2)cc1 (stereo unspecified)	?	3%	1%	-3%	7%	8%	-1%	-2%
COc1ccccc1NC(=O)COC(=O)Cc1cccs1	2%	-8%	0%	-4%	-12%	-20%	-8%	3%
Cc1cc(C)cc(NC(=O)c2cn3c4c(ccc(Cl)c4c2=O)OC(C)C3)c1 (stereo unspecified)	5%	3%	/	/	7%	/	-5%[76.3 µM]	/
Cc1ccc(NC(=O)Cn2cc(S(=O)(=O)c3ccc(F)cc3)c(=O)c3cc(F)ccc32)cc1	-1%	-7%	-2%	8%	-3%	/	14%	6%
CCC(CC)c1nnc(NS(=O)(=O)Cc2ccccc2)s1	11%	12%	-3%	-4%	8%	-14%[0.074 µM]	6%	-13%
Cc1csc(SCc2ccc(C(=O)O)cc2)n1	3%	1%	-1%	-13%	-1%	-5%	1%	-6%
CCN1C(=O)C(C)S/C1=N\S(=O)(=O)c1ccc(F)cc1 (stereo unspecified)	-1%	5%	-6%	0%	6%	4%[10 µM]	5%	-7%
CC(=O)Nc1cccc(S(C)(=O)=O)c1	13%	6%	-11%	1%	2%	/	10%	-7%
COc1cc(NC(=O)CCc2nc(-c3cccs3)no2)cc(OC)c1OC	1%&-3%	-22%&-17%	1%	7%	-7%&-12%	-14%	11%[76.3 µM]	-12%
COc1ccccc1Oc1ccc(S(=O)(=O)Nc2cccnc2)cc1	2%	0%	-9%	7%	8%	-22%[0.074 µM]	-7%	-12%

3 entries out of the list above, ordered by their value in Tau ThT inhib, highest first:
smiles | Tau FP inhib | GAA spleen mod | aGal spleen mod | Tau ThT inhib | GAA inhib
CCn1c(=O)cc(OCC(=O)Nc2ccc(C)c(F)c2)c2ccccc21 | ? | / | / | 10% | /
COc1ccccc1Oc1ccc(S(=O)(=O)Nc2cccnc2)cc1 | 2% | -9% | 7% | 8% | -12%
CCOC(=O)c1c(N)sc2c1CCCC2=O | 7% | 4% | 8% | -17% | /

Record cards, as listed above. Screens in order: Tau FP inhib | Tau fluor counter | GAA spleen mod | aGal spleen mod | Tau ThT inhib | HTT ATP protect | GAA glycogen | GAA inhib
CCN(CC(=O)Nc1cccc(F)c1)Cc1nc2ccccc2c(=O)[nH]1 across the screens: -3% | -8% | -2% | 1% | 4% | / | 25% | -2%
C=CCCC1(C)C(=O)N(c2ccccc2)c2ccccc21 (stereo unspecified) across the screens: -4% | -9% | -6% | 3% | -9% | / | -19% | -12%
Cc1cc(C)cc(NC(=O)c2cn3c4c(ccc(Cl)c4c2=O)OC(C)C3)c1 (stereo unspecified) across the screens: 5% | 3% | / | / | 7% | / | -5%[76.3 µM] | /

In another format: 3 of the compounds above
structure: Cc1ccc(CC(=O)NCCS(=O)c2ccc(C)cc2)cc1 (stereo unspecified)
  Tau FP inhib: ? | Tau fluor counter: 3% | GAA spleen mod: 1% | aGal spleen mod: -3% | Tau ThT inhib: 7% | HTT ATP protect: 8% | GAA glycogen: -1% | GAA inhib: -2%
structure: COc1ccccc1NC(=O)COC(=O)Cc1cccs1
  Tau FP inhib: 2% | Tau fluor counter: -8% | GAA spleen mod: 0% | aGal spleen mod: -4% | Tau ThT inhib: -12% | HTT ATP protect: -20% | GAA glycogen: -8% | GAA inhib: 3%
structure: Cc1cc(C)cc(NC(=O)c2cn3c4c(ccc(Cl)c4c2=O)OC(C)C3)c1 (stereo unspecified)
  Tau FP inhib: 5% | Tau fluor counter: 3% | GAA spleen mod: / | aGal spleen mod: / | Tau ThT inhib: 7% | HTT ATP protect: / | GAA glycogen: -5%[76.3 µM] | GAA inhib: /

Bioassay records from PubChem BioAssay.
